# High-throughput results (PubChem)
# 15-hLO-2 inh – qHTS Assay for Inhibitors of 15-hLO-2 (15-human lipoxygenase 2); Polyunsaturated fatty acid lipoxygenase ALOX15B (Homo sapiens), O15296; purified 15hLO-2, xylenol orange hydroperoxide absorbance; Potency, µM (titrated, usually from 57.1 µM), for inactives: top-dose activity change, negative = inhibition, hits mostly inhibitors; 110,000 tested, 0.56% active; AID 881, 2007; also: potency is read from the fitted curve at half-maximal effect; nearly all actives have a fitted effect of over 60% in size; many of its hits are not listed in these tables
# Target sequence (O15296 whole entry, looked up): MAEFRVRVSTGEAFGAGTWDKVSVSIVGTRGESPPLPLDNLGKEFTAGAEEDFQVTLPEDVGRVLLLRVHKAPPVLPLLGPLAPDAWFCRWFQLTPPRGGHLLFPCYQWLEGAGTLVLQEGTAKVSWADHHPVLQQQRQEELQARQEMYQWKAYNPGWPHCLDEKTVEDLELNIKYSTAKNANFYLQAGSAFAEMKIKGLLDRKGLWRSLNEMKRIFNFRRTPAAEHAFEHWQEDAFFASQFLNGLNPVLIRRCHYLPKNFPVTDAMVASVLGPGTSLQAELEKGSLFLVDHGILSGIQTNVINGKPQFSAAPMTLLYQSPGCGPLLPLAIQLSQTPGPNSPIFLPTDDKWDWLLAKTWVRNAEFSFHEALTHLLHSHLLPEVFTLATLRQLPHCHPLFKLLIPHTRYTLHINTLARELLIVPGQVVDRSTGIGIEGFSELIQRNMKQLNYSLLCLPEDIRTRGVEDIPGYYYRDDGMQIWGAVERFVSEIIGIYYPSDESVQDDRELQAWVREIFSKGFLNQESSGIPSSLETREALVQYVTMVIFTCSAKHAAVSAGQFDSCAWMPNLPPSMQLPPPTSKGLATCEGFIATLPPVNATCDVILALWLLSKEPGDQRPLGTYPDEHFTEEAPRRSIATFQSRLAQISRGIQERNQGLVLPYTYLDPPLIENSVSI
#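 Screening format was qHTS against 50 nM purified 15hLO-2 in Hepes pH 7.5 with detergent. Activity follows hydroperoxide formation from 45 uM arachidonic acid, measured as 573:405 nm absorbance ratio of the ferric-xylenol orange complex.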
# IMPase inh – qHTS Assay for Identifying the Cell-Membrane Permeable IMPase Inhibitors; Inositol monophosphatase 1 (Rattus norvegicus), P97697; CHO-M1 cells, IP1 accumulation, HTRF TR-FRET ratio; inhibition (IP1 accumulation), % at 46.1 µM; 120,000 tested, under 10 active; AID 901, 2007; active = well fitted curve in the direction sought with a large enough effect in the signal ratio, not every such curve was filed as active; inconclusive = small, poorly fitted or top-dose-only effect, or a change in a side signal; inactive = no such curve, though single readings can be large or run the other way; the % refers to the signal ratio;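 also: cells stimulated with carbachol in lithium chloride buffer; plate controls were DMSO basal wells for no effect and reference inhibitor wells for full effect; higher means more IMPase inhibition seen as more IP1 and lower FRET ratio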
# Target sequence (P97697 whole entry, looked up): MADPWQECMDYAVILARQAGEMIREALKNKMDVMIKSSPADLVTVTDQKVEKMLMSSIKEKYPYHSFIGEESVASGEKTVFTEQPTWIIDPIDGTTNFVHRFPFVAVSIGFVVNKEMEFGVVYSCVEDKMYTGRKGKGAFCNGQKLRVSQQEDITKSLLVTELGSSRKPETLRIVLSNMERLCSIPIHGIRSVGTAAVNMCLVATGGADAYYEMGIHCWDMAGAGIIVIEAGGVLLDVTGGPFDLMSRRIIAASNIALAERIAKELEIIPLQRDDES
#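 The IP-One HTRF competitive assay in carbachol-stimulated CHO-M1 cells quantifies cellular IP1. Compounds spanned up to 46 uM final, and activity is expressed as AC50 from concentration-response fits of the ratio and donor data.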
# ALOX12 inhib – qHTS Assay for Inhibitors of 12-hLO (12-human lipoxygenase); 150,000 tested, 0.12% active; purified 12-hLO, xylenol orange hydroperoxide absorbance; Polyunsaturated fatty acid lipoxygenase ALOX12 (Homo sapiens), P18054; Potency, µM (top dose mostly 57.1 µM), for inactives: top-dose activity change, negative = inhibition, usual class: inhibitors; also: potency is read from the fitted curve at half-maximal effect; nearly all actives have a fitted effect of over 55% in size; many of its hits are not listed in these tables
#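 Purified human 12hLO (150 nM final) was preincubated with compounds for 15 min at room temperature in 25 mM Hepes pH 7.0, 0.01% Triton X-100, then reacted with 40 uM arachidonic acid for 30 min. Hydroperoxide was detected with ferrous iron/xylenol orange.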
# PNC inhibitor – High Content Assay for Compounds that inhibit the Assembly of the Perinucleolar Compartment | 140,000 tested, 3.1% active | AID 2417, 2010 | activity change (PNC), negative = inhibition, % at 10 µM | PC3M PTB-GFP, PNC prevalence imaging, 16 h; stronger effect = lower value;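 active = readout at or below -70, meaning at least 70% loss of cells showing the perinucleolar compartment, a nuclear body marking cancer cells; inconclusive = readout between -30 and a set limit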;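 also: plate controls were DMSO wells for no effect and camptothecin positive control wells for full effect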
#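 Read-out is percentage of cells bearing a perinucleolar compartment, from automated 20x imaging of fixed, Hoechst-stained PC3M PTB-GFP cells. Cells were seeded 4 h, then exposed 16 h to compound (23 nl of library stock) in duplicate plates.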
# Active calls of the source: *; ? = inconclusive; · = no result given; [ ] = another dose, or the depositor's remark. Unless noted, calls follow the shape of the dose curve; as a rule, active = well fitted curve in the direction sought with a large enough effect; inconclusive = small, poorly fitted or top-dose-only effect, or another doubt; inactive = no such curve, though single readings can be large; an effect the other way counts as inactive or inconclusive. Unless noted, % is scaled to controls: 0 for no effect and ±100 for the full control effect. Not a hit list; about 3.1% have a hit in one of these screens.
SMILES,15-hLO-2 inh,IMPase inh,ALOX12 inhib,PNC inhibitor
CCOC(=O)N1CCN(S(=O)(=O)c2ccc(C(=O)Nc3ccc4c(c3)C(=O)NC4=O)cc2)CC1,·,·,1%,?
CC1Cc2ccccc2N1C(=O)COC(=O)c1ccc(S(=O)(=O)N(C)C)cc1 (stereo unspecified),-2%,-12,-7%,2
Nn1c(SCC(=O)NC2CCCc3ccccc32)nnc1-c1cccs1 (stereo unspecified),-3%,-7,3%,?
COC(=O)c1cn[nH]c1NC(=S)Nc1ccc(C)cc1Cl,-15%,2,-16%,18
Cc1cc(C)c(S(C)(=O)=O)c(Oc2cccc(Cl)c2)n1,7%[11.4 µM],4[1.84 µM],4%,29
CCNC(=S)NNC(=O)c1cc(-c2cccc(OCC)c2)nc2ccccc12,31%[activator],5,-8%,0
COc1ccc(CCNC(=O)C2CC(=O)N(c3ccccc3)C2)cc1OC (stereo unspecified),-1%,-1,4%,-1
O=C(Nc1nnc(C2CC2)s1)c1cccc(S(=O)(=O)N2CC(c3ccccc3)CC2=O)c1 (stereo unspecified),-3%,4,-7%,44
CC(C)c1c(C#N)c(N)nc(SCC(=O)c2cc3ccccc3oc2=O)c1C#N,-11%,-11,-2%,?
CCOC(=O)CN(C(=O)CN1CCOCC1)c1ccc(Br)cc1,-4%,9,0%,12
COc1ccccc1NC(=O)c1ccc(NC(=O)CSc2nnnn2C)cc1,-1%,-1,1%,22
COCCn1c(C)cc(C(=O)CSc2cc(C)c3ccccc3n2)c1C,·,-2,-2%,14
CCOc1ccccc1N1CCN(S(=O)(=O)c2cccs2)CC1,4%[11.4 µM],17[1.84 µM],1%,-1
CCOc1ccc(NC(=O)Cc2c(O)c3ccccc3[nH]c2=O)cc1,3%,-2,-6%,11
C=CCn1c(Br)nc2c1c(=O)n(C)c(=O)n2C,-11%,2,5%,-23

# Limited to ALOX12 inhib and PNC inhibitor, for two of the compounds above:
SMILES | ALOX12 inhib | PNC inhibitor
CCOc1ccccc1N1CCN(S(=O)(=O)c2cccs2)CC1 | 1% | -1
CCOc1ccc(NC(=O)Cc2c(O)c3ccccc3[nH]c2=O)cc1 | -6% | 11

# Carrying on:
SMILES,15-hLO-2 inh,IMPase inh,ALOX12 inhib,PNC inhibitor
CC(=O)Oc1cccc(C(=O)O)c1OC(C)=O,-10%,·,4%,·
CCOC(=O)c1ccc(-n2ccnc2)c(NC(=O)c2ccc(C(C)(C)C)cc2)c1,·,·,0%,-12
CCOC(=O)c1c(C)oc(NC(=O)COc2ccc(Cl)cc2C)c1C#N,-24%,0,-13%,71
COc1cc(N2CN=c3s/c(=C\c4ccccn4)c(=O)n3C2)cc(OC)c1OC,-1%,-5,-8%,-1
CCOc1ccc(N2C(=O)CC(N3CC(C)OC(C)C3)C2=O)cc1 (stereo unspecified),-3%,2,-3%,14
Cc1snc(SCC(=O)N/N=C(\N)COc2ccc(F)cc2)c1C#N,-4%,-1,-2%,41
CCCOc1ccc(Cn2cnc3ccccc32)cc1,6%,14,-3%,17
COCc1nc(-c2cc(OC)c(OC)c(OC)c2)no1,-5%,-2,0%,-13
Cc1cccc2cc(CN(CC3CCCO3)C(=S)NCc3ccco3)c(=O)[nH]c12 (stereo unspecified),·,·,3%,12
N#Cc1nc(-c2cccs2)oc1NCc1ccccc1,?,-7,-9%,3
Cc1cccc(OCCNC(=S)NC(=O)c2cccnc2)c1,·,·,-3%,17
O=C1C2C3C=CC(C3)C2C(=O)N1c1n[nH]c(-c2ccccc2)n1 (stereo unspecified),0%,-3,0%,6
O=C(OCC1CO1)C1CCCCC1C(=O)OCC1CO1 (stereo unspecified),-15%,·,2%,·
O=C(CNC(=O)c1ccc2ccccc2c1)OCC(=O)N1CCN(S(=O)(=O)c2ccc3ccccc3c2)CC1,·,·,2%,44
COC(=O)c1cc(OC)c(OC)cc1NC(=S)N1CCC(C(N)=O)CC1,-1%,-7,8%,?
CS(=O)(=O)N1CCN(C2Cc3ccccc3C2)CC1,-5%,3,3%,-22
COc1ccc(C(=O)NCC(=O)OCc2ccc(Br)cc2)cc1,·,·,-4%,5
CC(C)COC(=O)C(C#N)c1nc2ccccc2nc1N1CCN(Cc2ccc3c(c2)OCO3)CC1 (stereo unspecified),-5%,7,-6%,3
Cc1cc(OC(=O)c2ccccc2)n(CCC#N)n1,-2%,11,-3%,?
O=C1ON=C(c2ccccc2)/C1=C/c1ccc(OS(=O)(=O)c2ccccc2)cc1,·,·,-2%,?
COc1ccc(S(=O)(=O)NCCSC(C)(C)C)cc1Cl,-5%,7,-7%,-25
Cc1cc(C)nc(NC(=O)CSc2nc3ccccc3o2)n1,9%,-4,-3%,1
COc1cc(S(=O)(=O)N2CCN(Cc3ccccc3)CC2)ccc1Br,13%,-5,-8%,?
COc1ccc(S(=O)(=O)n2nc(OC(=O)c3ccccc3Br)cc2N)cc1,-12%,4,-15%,?
COc1ccc(CNC(=O)c2cc(C3CC3)on2)cc1,-2%,-1,-5%,19
Cc1ccc(Nc2ccc(S(=O)(=O)N3CCOCC3)cc2[N+](=O)[O-])c(C)c1,·,2,-3%,?
COC(=O)CN1C(=O)Nc2ccc(Br)cc2C1c1ccccc1 (stereo unspecified),·,26,-1%,-27
O=C1C2CCCN2c2ccc(S(=O)(=O)N3CCOCC3)cc2N1Cc1cccc(C(F)(F)F)c1 (stereo unspecified),-8%,1,-28%,-14
C=C1C(=O)OC2CC1C(OC(C)=O)CC(C)=CCCC(C)=CCC[C@@]2(C)O (stereo partly specified),7%,·,0%,·
CN(C(=O)c1ccncc1)c1nnc(-c2ccncc2)s1,11%,15,4%,?

# An excerpt from above in order of their number in 15-hLO-2 inh, rising.
SMILES | 15-hLO-2 inh | IMPase inh | ALOX12 inhib
CCOC(=O)c1c(C)oc(NC(=O)COc2ccc(Cl)cc2C)c1C#N | -24% | 0 | -13%
CC(=O)Oc1cccc(C(=O)O)c1OC(C)=O | -10% | · | 4%
O=C1C2CCCN2c2ccc(S(=O)(=O)N3CCOCC3)cc2N1Cc1cccc(C(F)(F)F)c1 (stereo unspecified) | -8% | 1 | -28%
CS(=O)(=O)N1CCN(C2Cc3ccccc3C2)CC1 | -5% | 3 | 3%
Cc1cc(OC(=O)c2ccccc2)n(CCC#N)n1 | -2% | 11 | -3%

# Shown as tab-separated lines: five of the compounds above
Structure	15-hLO-2 inh	IMPase inh	ALOX12 inhib	PNC inhibitor
COc1ccc(C(=O)NCC(=O)OCc2ccc(Br)cc2)cc1	·	·	-4%	5
CC(C)COC(=O)C(C#N)c1nc2ccccc2nc1N1CCN(Cc2ccc3c(c2)OCO3)CC1 (stereo unspecified)	-5%	7	-6%	3
Cc1cc(OC(=O)c2ccccc2)n(CCC#N)n1	-2%	11	-3%	?
O=C1ON=C(c2ccccc2)/C1=C/c1ccc(OS(=O)(=O)c2ccccc2)cc1	·	·	-2%	?
COc1ccc(S(=O)(=O)NCCSC(C)(C)C)cc1Cl	-5%	7	-7%	-25

# The results go on.
SMILES,15-hLO-2 inh,IMPase inh,ALOX12 inhib,PNC inhibitor
O=C1CC(N2CCOCC2)C(=O)N1c1cc(Cl)cc(Cl)c1 (stereo unspecified),?,-4,-17%,?
N#Cc1cn(-c2ccccc2)nc1-c1ccco1,-26%,5,?,-21
COc1ccccc1Nc1nnc(SCC(=O)c2cc(C)n(CC3CCCO3)c2C)s1 (stereo unspecified),-11%,-16,-10%,?
O=C(c1ccc(Cl)cc1)c1ccc(OCC(=O)N2CCOCC2)cc1,-2%,-8,-10%,35
CC(=O)OC(C(=O)NC1CCCCC1)c1ccncc1 (stereo unspecified),·,1,10%,-30
Cc1[nH]c2ccccc2c1C(=O)CN1CCCCC1C (stereo unspecified),4%,-1,-20%,-96*
O=C1NC(=O)C2(COC(c3ccncc3)OC2)S1 (stereo unspecified),·,·,5%,?
CCCCc1c(O)nc(SCC(=O)N2CCOCC2)[nH]c1=O,3%,-7,-1%,?
COc1ccc(C(=O)Nc2cccc(C(=O)N3CCN(C)CC3)c2)cc1,-2%,-8,4%,-3
Cn1c(Cc2ccccc2)nnc1SCC(=O)c1ccc(Br)s1,2%[2.29 µM],0,4%,-30
COc1ccc(OC)c(NC(=O)Nc2ccccc2C)c1,9%,-6,-1%,9
Cc1ccccc1NC(=O)c1cn(-c2ccccc2)nc1-c1ccccc1,·,·,-4%,?
CCOC(=O)C1CCN(C(=O)c2sc3nc(-c4ccc(F)cc4)cn3c2C)CC1,-2%,-1,-8%,17
COc1ccc2cc(/C=C/C(=O)c3ccco3)c(Cl)nc2c1,-10%,?,0%,?
COc1cc(C[C@H]2C(=O)OC[C@@H]2Cc2ccc(OC)c(OC)c2)ccc1O,4%,11,-4%,·
COc1ccc(CCC(=O)N2CCN(C3CCCCC3)CC2)cc1,11%,18,-5%,?
CCC(C)NCCOc1cccc(Br)c1 (stereo unspecified),·,·,-6%,?
O=C(O)c1ccc(N2Cc3ccccc3C2)cc1O,-10%,5,-11%,1
CC(C)CC(=O)NC1(C(F)(F)F)C(=O)N(Cc2ccccc2)C2=C1C(=O)CC(C)(C)C2 (stereo unspecified),-1%,0,5%,54
O=C(Cc1ccccc1)NCCCc1ccccc1,-4%,1,1%,46
O=C(O)c1ccc(S(=O)(=O)c2ccccc2)cc1,4%,?,-4%,25
Nc1nc(N2CCCCC2)nc2ccccc12,-1%,-1,-4%,19
Cc1ccc(SCC(=O)N2CCOCC2)cc1,·,-5,0%,-2
O=C(c1csnn1)N1CCC[C@@]2(CCN(c3ccccn3)C2)C1,1%,·,7%,·
O=C(Nc1ccccc1Cl)NC1(C(=O)NCCCN2CCOCC2)CCCCC1,26%,-1,-4%,2
Cc1ccc(C)c(C(=O)COC(=O)c2cccc(N3C(=O)c4c(C)nc5ccccc5c4C3=O)c2)c1,·,·,-2%,31
C/C(CC(=O)NC(C)C)=N\NC(=O)COc1cc(C)c(Br)cc1Br,·,-6,0%,31
CC[N+](CC)(CC#Cc1ccccc1)CC(=O)c1ccc(Cl)cc1,·,·,3%,-26
O=C(Cn1cc(/C=N/NC(=O)c2cccc(C(F)(F)F)c2)c2ccccc21)Nc1ccc(F)cc1,-9%,1,3%,52
O=C(NCc1ccccn1)c1nnc(Cc2ccc(Cl)cc2)o1,·,·,0%,-8
CCN(CC)c1ccc(/C=N/NC(=S)NCc2ccco2)cc1,·,·,-28%,-21
Cc1ccccc1C(=O)O/N=C(\N)c1cccc([N+](=O)[O-])c1,-5%,4,9%,-4
Cc1ccc(S(=O)(=O)N(Cc2ccc(F)cc2)Cc2ccco2)cc1,-11%,15,-6%,12
O=C(CCCn1nnc(-c2cccnc2)n1)c1ccc(F)cc1,8%,?,-7%,26
O=C(c1cccc(Cl)c1)N1CCCC(c2ccc(Cl)cc2)=N1,4%,-8,-12%,38
Cc1ccccc1Nc1nc2ccccc2s1,·,1,-6%,14
CN(c1ccccc1)S(=O)(=O)c1ccc(NC(=O)c2ccc(-c3ccccc3)cc2)cc1,0%,2,?,41
Cc1cc2c(cc1C)NC(c1cccnc1)C1=C(CC(C)(C)CC1=O)N2 (stereo unspecified),·,7,6%,?
CC1=NN(C(=O)Cc2ccccc2)C(O)(c2cccnc2)C1 (stereo unspecified),12%,-2,-1%,?
O=[N+]([O-])c1ccc(-n2nncc2-c2ccc(Cl)cc2)cc1,-2%,-1,-6%,-12
